Screening data from PubChem.
ERp5 inh – ERp5 (human) disulfide isomerase inhibition. ERp5 insulin aggregation, absorbance 650 nm, 90 min. 350,000 tested, 0.05% active. AID 651711. inhibition, % at 9.99 µM;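 active = mean replicate inhibition above about 25%, with every replicate also reaching it, limit read from the data, passing the limit was not always enough; inconclusive = only one of those two criteria met; inactive = neither criterion met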
Target sequence (Q15084 whole entry, looked up): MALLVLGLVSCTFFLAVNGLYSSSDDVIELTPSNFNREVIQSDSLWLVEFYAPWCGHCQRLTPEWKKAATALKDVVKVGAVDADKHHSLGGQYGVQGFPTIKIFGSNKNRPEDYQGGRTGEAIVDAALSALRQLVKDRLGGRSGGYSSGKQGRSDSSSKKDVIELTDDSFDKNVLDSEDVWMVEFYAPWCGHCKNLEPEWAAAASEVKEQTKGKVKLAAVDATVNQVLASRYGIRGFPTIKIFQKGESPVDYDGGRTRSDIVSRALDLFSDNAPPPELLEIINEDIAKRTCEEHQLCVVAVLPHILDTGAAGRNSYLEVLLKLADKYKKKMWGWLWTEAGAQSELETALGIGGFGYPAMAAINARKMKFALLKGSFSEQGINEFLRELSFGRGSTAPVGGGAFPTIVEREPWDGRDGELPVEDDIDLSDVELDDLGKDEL
CASP6 VEID inh – caspase-6 (human) enzyme inhibition. P55212. purified caspase-6, Z-VEID-R110 cleavage fluorescence. inhibition, % at 12.5 µM. 350,000 tested, 0.53% active. AID 686996;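 active = mean inhibition across replicates at least about 35%, with every replicate also reaching that limit, limit read from the data; inconclusive = only one of the two criteria met; inactive = neither criterion met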;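 note: 0% = median of neutral control wells and 100% = no fluorescence left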
Target sequence (P55212 24-179 limits assumed): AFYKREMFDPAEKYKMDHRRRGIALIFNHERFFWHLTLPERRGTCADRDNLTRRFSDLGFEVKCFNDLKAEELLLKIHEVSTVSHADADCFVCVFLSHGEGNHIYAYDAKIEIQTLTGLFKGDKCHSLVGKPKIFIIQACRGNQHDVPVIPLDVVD
Target sequence (P55212 194-293 limits assumed): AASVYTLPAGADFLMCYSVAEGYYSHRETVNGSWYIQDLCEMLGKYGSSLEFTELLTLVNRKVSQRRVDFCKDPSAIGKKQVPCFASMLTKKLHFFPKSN
miR122 inh – inhibitors of miR-122 in Huh7 cells | activation (reporter increase), % at 12.5 µM | AID 602342 | 340,000 tested, 0.3% active | Huh7 miR-122 Renilla luciferase sensor, 48 h; neutral wells = 0, positive control = 100;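 active = mean replicate activation score at least 90 and every replicate individually at or above 90; inconclusive = only one of the two criteria met; inactive = neither criterion met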;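 note: higher luciferase means less miR-122 activity so hits act as miR-122 inhibitors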
DENV2 CPE rescue – protects cells from dengue virus 2 cytopathic effect; DENV2-infected cells, cytopathic effect rescue, plate reader; 350,000 tested, 1.7% active; CPE inhibition, % at 9.99 µM; in the data active = CPE inhibition above about 20%, passing the limit was not always enough; inconclusive = no clear call, values can overlap the other calls; tested in BHK-21 cells;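 note: 0% = median of neutral control wells and 100% = median of positive control wells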
SIRT5 inh – sirtuin-5 (human) deacylase inhibition | Q9NXA8 | Purified SirT5, succinyl-peptide AMC, trypsin-coupled fluorescence | inhibition, % at 15 µM | 330,000 tested, 1.1% active; in the data active = inhibition above about 15%; inconclusive = no clear call, values can overlap the other calls
Target sequence (Q9NXA8 whole entry, looked up): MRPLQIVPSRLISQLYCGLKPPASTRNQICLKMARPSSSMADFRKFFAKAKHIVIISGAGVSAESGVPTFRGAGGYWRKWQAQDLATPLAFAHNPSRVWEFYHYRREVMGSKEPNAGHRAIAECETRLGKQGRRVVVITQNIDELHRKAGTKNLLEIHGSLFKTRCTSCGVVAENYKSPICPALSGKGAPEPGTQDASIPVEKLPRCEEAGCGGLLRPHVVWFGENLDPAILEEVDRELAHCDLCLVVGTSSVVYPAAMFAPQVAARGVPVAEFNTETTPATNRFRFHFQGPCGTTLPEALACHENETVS
F508del corr – CFTR F508del correction in bronchial cells; CFBE cells, YFP halide quenching; stimulated with forskolin plus potentiator P3; % fluorescence drop versus neutral controls; activity (quench increase), % at 7.58 µM; 350,000 tested, 0.36% active; AID 720511;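 active = mean added fluorescence quench of at least 8% versus neutral control, with both replicates also reaching 8%; inconclusive = only one of the mean or replicate conditions met; inactive = mean below 8% and not both replicates reaching 8%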;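 note: cells transiently co-express mutant CFTR-F508del with the halide-sensitive YFP; corrector assay measuring rescue of mutant channel to the surface after 24 h compound exposure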
ERAP1 HTS inh – inhibitors of human ERAP1 aminopeptidase | Q9NZ08 | recombinant ERAP1, Leu-AMC fluorescence, 60 min | inhibition, % at 10.7 µM | 340,000 tested, 0.15% active | AID 652197;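 active = mean replicate inhibition of at least 30%, or all replicates individually reaching that 30% level; inactive = mean below 30% and not every replicate reaching it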;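 note: 0% = neutral control wells and 100% = L-leucinethiol positive control wells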
* = called active by the depositor; ? = inconclusive; . = not tested or not shown; [ ] = another dose, or the depositor's remark.

SMILES	ERp5 inh	CASP6 VEID inh	miR122 inh	DENV2 CPE rescue	SIRT5 inh	F508del corr	ERAP1 HTS inh
CO[C@@H]1CN(C)C(=O)c2ccc(NC(=O)C3CC3)cc2OC[C@H](C)N(C(=O)CN(C)C)C[C@H]1C	-5	-4	.	-5	0	0.7	2
Cc1ccc(C)n1CCN1CCN(C(=O)CC#N)CC1	0	-42	.	-4	1	1.7	-3
Cc1[nH]c2ccccc2c1C(=O)C(=O)Nc1ccc2c(c1)OCO2	-2	3	.	-2	3	-0.3	-1
CCOC(=O)CC(NC(=O)c1ccccc1)c1ccc(OC)cc1 (configuration not stated)	3	-3	0	3	-2	-5.6	2
O=C(CSc1nc2ccccc2c(=O)n1-c1ccccc1)c1cccc([N+](=O)[O-])c1	-7	-3	4	10	-6	1.0	-3
O=C(O)C[C@H]1c2cc(F)ccc2S(=O)(=O)N1C1CCCCC1	2	3	-4	3	.	-0.9	1
N#C[C@H]1[C@H](c2ccccc2)[C@@H](CO)N1C(=O)CN1CCOCC1	13	-4	.	-2	-1	-0.4	-3
CCC(Sc1nc2ccccc2[nH]1)C(=O)Nc1ccc(NC(C)=O)cc1 (configuration not stated)	6	2	3	-3	-4	-0.3	0
CC1CCN(c2ccc(C(F)(F)F)cc2N)CC1	6	2	-5	6	-4	1.2	-1
COc1ccc(S(=O)(=O)N2CCSCC2)cc1C(N)=O	0	-1	.	-2	-1	-1.7	0
COc1ccc(OC)c(CN2C(=O)CSCC2(C)C(=O)NCc2ccccc2)c1 (configuration not stated)	6	-4	.	1	-2	2.3	.
C=CCC1(C#N)C(=S)NC2=C(C(=O)CC(C)(C)C2)C1c1ccc(Br)cc1 (configuration not stated)	0	2	8	0	-4	.	3
O=C(CCN1CCCCC1)N[C@H]1CC[C@H](CCn2cc(-c3ccccc3)nn2)O[C@H]1CO	0	-3	.	0	1	1.4	-4
CO[C@@H]1CN(C)C(=O)c2ccc(N)cc2OC[C@@H](C)NC[C@H]1C	-2	-31	.	2	-4	0.0	-2
c1ccc(Cc2ccc(OCCN3CCOCC3)cc2)cc1	0	-2	1	11	.	2.0	-3
COCCN1C(=O)c2oc3ccccc3c(=O)c2C1c1ccc(O)c(OC)c1 (configuration not stated)	5	0	1	7	.	-0.7	.
COc1ccc2c3c(n(C)c2c1)[C@H](CO)N(C(=O)CN(C)C)CC31CCN(C(=O)CN(C)C)CC1	1	-25	.	1	4	0.8	-5
Cc1ccc(N(C(=O)c2ccc3c(c2)OCO3)C2C=CS(=O)(=O)C2)cc1C (configuration not stated)	6	7	0	-4	-23	0.8	-1
C[C@@H]1CCCCO[C@@H](CN(C)C(=O)c2ccccc2)[C@H](C)CN([C@@H](C)CO)C(=O)c2cc(NS(=O)(=O)c3ccccc3)ccc2O1	-2	-3	-14[16.7 µM]	2	-1	-1.9	0
CC(C)(C)OC(=O)N1CCC(CC2CC(c3ccccc3)=NO2)(C(=O)NCc2ccccc2)CC1 (configuration not stated)	-6	4	.	6	-1	1.8	7
O=C(COc1cccc2ccccc12)N/N=C/c1ccncc1	-2	4	5	2	-1	2.4	0
Cc1ccc(CNC(=O)c2ccc(S(=O)(=O)N(C)C)cc2)n1C	3	7	-2	-3	1	-1.4	0
COCC(=O)Nc1ccc2c(c1)C(=O)N(C)[C@H]1CC[C@@H](CC(=O)Nc3cn(C)nc3C)O[C@@H]1CO2	.	.	4[16.7 µM]	6	.	-2.4	.
C[C@@H]1CN([C@@H](C)CO)S(=O)(=O)c2ccc(C3=CCCC3)cc2O[C@H]1CN(C)Cc1cccc(C(=O)O)c1	-1	0	1[16.7 µM]	-9	4	-3.0	-3
CCCc1cc(Nc2ccccc2C)n2ncnc2n1	0	0	-3	-2	1	3.7	-2
O=C(NNC(=O)C12CC3CC(CC(O)(C3)C1)C2)c1ccccc1O	3	-8	4	-1	-4	1.7	7
CN1CCCC(C(=O)Nc2cccc(Cl)c2)CC1 (configuration not stated)	-9	-11	0	-1	1	-2.0	-4
COc1cccc(CN(C)C[C@@H]2OCc3ccccc3-c3ccccc3C(=O)N([C@@H](C)CO)C[C@@H]2C)c1	-2	2	.	0	6	0.4	-1
Cc1ccccc1C(=O)N1CCN(c2ccc(NC(=O)c3cccc(OC(C)C)c3)cc2)CC1	-15	0	-2	-4	1	-0.7	5
COC(=O)[C@H]1[C@H](CO)[C@H]2Cn3c(ccc(C4=CCCCC4)c3=O)[C@H]2N1C(=O)C1CCCC1	-4	-1	.	-1	2	.	2
COc1ccc(C#Cc2ccc([C@H]3[C@@H](CO)N4C(=O)CN(C(=O)Nc5ccccc5F)C[C@@H]34)cc2)cc1	11	1	.	-1	4	1.0	-1
Cc1noc(C)c1NC(=O)N(C)C[C@H]1OCCCC[C@H](C)Oc2ccc(NS(=O)(=O)c3cccs3)cc2C(=O)N([C@@H](C)CO)C[C@@H]1C	4	0	1[16.7 µM]	-11	-1	-5.4	-1
COC(=O)c1ccccc1Oc1cnc2ccccc2n1	0	2	.	?	-1	1.2	-2
CC(=O)c1cccc(N(C(=O)CNC(=O)c2ccco2)C(C(=O)NCc2ccco2)c2ccccc2)c1 (configuration not stated)	6	-3	.	-2	-3	-0.7	-2
O=C(CCCOc1ccccc1)NN1C(=O)NC2(CCCCC2)C1=O	0	4	0	?	6	-5.7	-7
CC(=O)Nc1sc(C)c(C)c1C(=O)OCC(=O)Nc1ccccc1	7	-5	4	5	-5	1.1	1
Cc1cccc(NC(=O)CN2C(=O)NC3(CCCCCCC3)C2=O)c1C	0	-1	-7	-4	.	1.6	1
COc1ccc(OCC(O)CNCCOc2ccccc2OC)c(C(C)(C)C)c1 (configuration not stated)	-2	-1	-29	-3	-3	2.7	0
C=CC(=O)Nc1cccc(Oc2ccnc(Nc3ccc(N4CCN(C)CC4)cc3)n2)c1	4	-66	2	-5	-2	1.0	13
COc1cc(S(=O)(=O)NCc2ccc3c(c2)OCO3)ccc1F	0	4	.	1	-1	1.4	2
CCOC(=O)c1ccc(NC(=O)O[C@H]2[C@H](OC(=O)Nc3ccccc3)[C@@H](OC(=O)Nc3ccccc3)[C@@H](OC)O[C@@H]2CO)cc1	0	3	.	-1	20*	-5.4	2
O=C(NCC[C@H]1CC[C@@H](NC(=O)c2ccncc2)[C@@H](CO)O1)Nc1ccc(Cl)cc1	3	0	.	4	-3	-0.7	3
CCn1c(O)c(N=NC(=O)CNC(=O)/C=C/c2ccccc2)c2ccccc21	-2	2	-1	2	0	1.8	3
COc1ccc(NC(=O)C(=O)NCC2CCCN2S(=O)(=O)c2cccs2)cc1 (configuration not stated)	0	-8	21	8	-3	17*	2
COc1ccc(CNC(=O)COC(=O)CN2C(=O)NC3(CCCC3)C2=O)cc1	-12	0	1	29*	0	4.3	0
COc1ccc(CCNC(=O)CC(Cc2ccc(C)cc2)C(=O)O)cc1OC (configuration not stated)	1	-2	-9	10	-4	-0.8	-2
CC(NC(=O)C(NC(=O)OCc1ccccc1)C(C)O)C(=O)OCc1ccccc1 (configuration not stated)	-1	-3	.	-4	.	1.5	-8
COC(=O)c1cccc(-c2ccc(C(c3c(C)[nH][nH]c3=O)c3c(C)[nH][nH]c3=O)o2)c1	5	16	10	-3	0	0.2	7
C[C@H](CO)N1C[C@H](C)[C@@H](CN(C)S(=O)(=O)c2cccs2)Oc2ccc(NS(=O)(=O)c3ccc(Cl)cc3)cc2CC1=O	-5	0	8[16.7 µM]	7	3	-1.4	0
COc1ccc(-c2cnc3c(NC=O)cc(-c4ccccc4OC)cn23)cc1OC	3	6	-1	3	4	3.2	-3
CN(C(=O)c1ccc(NC(=O)Cc2ccc(NC(=O)C3CCCN(C(=O)C4CCCC4)C3)cc2)cc1)C1CC1 (configuration not stated)	-8	-2	.	-4	.	-2.6	0
CCCN1C[C@@H](C)[C@@H](OC)CN(C)C(=O)c2ccc(NC(=O)c3ccccc3F)cc2OC[C@H]1C	-1	.	.	1	1	-2.1	.
CSc1ccc(C(c2c(C(=O)O)[nH]c3ccccc23)c2c(C(=O)O)[nH]c3ccccc23)cc1	1	25	5	-3	8	-0.4	11
O=C(NCCc1ccc(Cl)cc1)C1CCCN1C(=O)NCc1ccccc1 (configuration not stated)	0	-2	.	2	-5	1.0	3
C[C@H]1CN([C@@H](C)CO)C(=O)c2cccc(NS(=O)(=O)c3cn(C)cn3)c2O[C@H]1CN(C)Cc1ccc(C(=O)Nc2ccccc2N)cc1	-3	1	.	4	.	-2.7	-1
Cc1nn(C)c(Cl)c1S(=O)(=O)N[C@@H](c1ccccc1)[C@]1(C)C[C@H]1[C@@H](C)C(=O)Nc1ccc2ccccc2c1	3	-3	4	0	3	0.1	1
O=S1(=O)CC(N2CCSCC2)CN1Cc1cn(Cc2ccc(F)cc2)nn1 (configuration not stated)	5	-1	.	?	-1	5.8	.
COc1ccc(S(=O)(=O)N(C)C[C@@H]2Oc3ncc(C#CCN(C)C)cc3C(=O)N([C@H](C)CO)C[C@@H]2C)cc1	-2	0	-1[16.7 µM]	8	21*	1.6	-2
C[C@@H]1CN([C@@H](C)CO)C(=O)c2cc(NC(=O)NC3CCCCC3)ccc2O[C@@H]1CN(C)Cc1ccc(Cl)c(Cl)c1	4	4	0[16.7 µM]	-7	1	-0.4	1
O=C1CC(NS(=O)(=O)c2cccnc2)CN1c1ccc(Cl)cc1 (configuration not stated)	-1	-1	-1	-14	0	-0.8	-4

In the list so far, five contain two or more sulfur atoms:
SMILES	ERp5 inh	CASP6 VEID inh	miR122 inh	DENV2 CPE rescue	SIRT5 inh	F508del corr	ERAP1 HTS inh
COc1ccc(S(=O)(=O)N2CCSCC2)cc1C(N)=O	0	-1	.	-2	-1	-1.7	0
Cc1noc(C)c1NC(=O)N(C)C[C@H]1OCCCC[C@H](C)Oc2ccc(NS(=O)(=O)c3cccs3)cc2C(=O)N([C@@H](C)CO)C[C@@H]1C	4	0	1[16.7 µM]	-11	-1	-5.4	-1
COc1ccc(NC(=O)C(=O)NCC2CCCN2S(=O)(=O)c2cccs2)cc1 (configuration not stated)	0	-8	21	8	-3	17*	2
C[C@H](CO)N1C[C@H](C)[C@@H](CN(C)S(=O)(=O)c2cccs2)Oc2ccc(NS(=O)(=O)c3ccc(Cl)cc3)cc2CC1=O	-5	0	8[16.7 µM]	7	3	-1.4	0
O=S1(=O)CC(N2CCSCC2)CN1Cc1cn(Cc2ccc(F)cc2)nn1 (configuration not stated)	5	-1	.	?	-1	5.8	.

(continued)
SMILES	ERp5 inh	CASP6 VEID inh	miR122 inh	DENV2 CPE rescue	SIRT5 inh	F508del corr	ERAP1 HTS inh
COC(=O)C1CCN(C(=O)COC(=O)COc2ccc(C#N)cc2)CC1	2	0	.	5	.	-3.6	-1
COCC(=O)Nc1ccc2c(c1)[C@@H]1C[C@H](CC(=O)O)O[C@@H](CO)[C@@H]1O2	-4	-1	.	20	0	-0.9	0
COc1ccc(/C=C2\SC(N)=NC2=O)cc1Cl	0	-4	.	15	-2	-1.2	-3
O=C(NCc1ccccn1)c1nc(-c2ccc(C(F)(F)F)cc2)no1	17	-1	.	.	-7	-2.8	0
OCCNc1nc2ccccc2nc1NCCO	-5	3	-1	10	-4	-1.4	.
CCc1nc2ccc(C(=O)NCCN(C)C)cn2c1N(CC)CCOC	3	-2	-2	-6	3	5.5	-2
CC1CCN(CC(=O)NNC(=O)c2cccc(Br)c2)CC1	1	-4	-13	7	-2	3.8	-4
COC(=O)[C@@H](NCc1ccc(OC)c(B(O)O)c1)C(C)C	5	1	-6	-11	.	3.5	.
O=C(NC1CCCCC1)C(c1ccccc1F)n1c(=O)c(-c2cc3ccccc3[nH]2)nc2ccccc21 (configuration not stated)	-6	0	.	-14	.	1.3	-4
Nc1nc(Cl)cc(Oc2ccc(Cl)cc2)n1	-3	-1	-2	-5	0	0.5	-1
CN(C)C(=O)C[C@@H]1C[C@@H]2c3cc(NC(=O)CC4CC4)ccc3O[C@@H]2[C@H](CO)O1	-1	6	6[16.7 µM]	-2	-4	-1.6	-2
COc1ccc(N(CC(=O)NCCSc2ccccc2)S(C)(=O)=O)cc1	-1	-1	-8	-4	-1	1.2	10
O=c1[nH]ccc2c([N+](=O)[O-])cccc12	-1	7	.	0	5	-1.4	2
O=C(OCc1ccccc1)N1C=CCC[C@@H]1c1c(Cl)cccc1Br	-3	0	2	1	1	6.5	.
